Screening results: PubChem BioAssay, Broad Institute
C2C12 statin = protects C2C12 myotubes from simvastatin toxicity | AID 602340 | rescue of ATP level, % at 7.49 µM | 0.78% of 330,000 active | ATP luminescence, 48 h; scaled: DMSO 0, geranylgeraniol control 100;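 active = mean ATP rescue above about 67%, or every replicate alone reaching that limit, limit read from the data, passing the limit was not always enough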;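 also: myotubes were challenged with 10 µM simvastatin during compound exposure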
S100A4 MyoIIA = blocks human S100A4 binding to myosin IIA peptide; S100A4/TAMRA-MyoIIA peptide fluorescence polarization; inhibition, % at 10.7 µM; 0.14% of 360,000 active; AID 652163;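 active = mean inhibition of at least 70% across replicates, with every replicate also reaching that level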
Target sequence (P26447 whole entry, looked up): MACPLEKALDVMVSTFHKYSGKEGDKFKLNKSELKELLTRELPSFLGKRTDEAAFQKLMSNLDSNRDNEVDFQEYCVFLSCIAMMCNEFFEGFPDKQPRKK
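Test system: S100A4 monomer protein; Medium: HEPES pH 7.2 with CaCl2, KCl, NaCl, DTT, Triton; Probe or stimulus: TAMRA-labelled myosin IIA heavy-chain peptide probe, 5 nM; Doses: one dose per compound; Times: polarization read 5 min after assay mix addition, stable 5–60 min; Benchmarks: neutral control DMSO, positive control TFP.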
ERAP1 HTS inh = inhibitors of human ERAP1 aminopeptidase | Q9NZ08 | recombinant ERAP1, Leu-AMC fluorescence, 60 min | inhibition, % at 10.7 µM | 0.15% of 340,000 active;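 active = mean replicate inhibition of at least 30%, or all replicates individually reaching that 30% level; inactive = mean below 30% and not every replicate reaching it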;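 also: 0% = neutral control wells and 100% = L-leucinethiol positive control wells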
Target sequence (Q9NZ08 whole entry, looked up): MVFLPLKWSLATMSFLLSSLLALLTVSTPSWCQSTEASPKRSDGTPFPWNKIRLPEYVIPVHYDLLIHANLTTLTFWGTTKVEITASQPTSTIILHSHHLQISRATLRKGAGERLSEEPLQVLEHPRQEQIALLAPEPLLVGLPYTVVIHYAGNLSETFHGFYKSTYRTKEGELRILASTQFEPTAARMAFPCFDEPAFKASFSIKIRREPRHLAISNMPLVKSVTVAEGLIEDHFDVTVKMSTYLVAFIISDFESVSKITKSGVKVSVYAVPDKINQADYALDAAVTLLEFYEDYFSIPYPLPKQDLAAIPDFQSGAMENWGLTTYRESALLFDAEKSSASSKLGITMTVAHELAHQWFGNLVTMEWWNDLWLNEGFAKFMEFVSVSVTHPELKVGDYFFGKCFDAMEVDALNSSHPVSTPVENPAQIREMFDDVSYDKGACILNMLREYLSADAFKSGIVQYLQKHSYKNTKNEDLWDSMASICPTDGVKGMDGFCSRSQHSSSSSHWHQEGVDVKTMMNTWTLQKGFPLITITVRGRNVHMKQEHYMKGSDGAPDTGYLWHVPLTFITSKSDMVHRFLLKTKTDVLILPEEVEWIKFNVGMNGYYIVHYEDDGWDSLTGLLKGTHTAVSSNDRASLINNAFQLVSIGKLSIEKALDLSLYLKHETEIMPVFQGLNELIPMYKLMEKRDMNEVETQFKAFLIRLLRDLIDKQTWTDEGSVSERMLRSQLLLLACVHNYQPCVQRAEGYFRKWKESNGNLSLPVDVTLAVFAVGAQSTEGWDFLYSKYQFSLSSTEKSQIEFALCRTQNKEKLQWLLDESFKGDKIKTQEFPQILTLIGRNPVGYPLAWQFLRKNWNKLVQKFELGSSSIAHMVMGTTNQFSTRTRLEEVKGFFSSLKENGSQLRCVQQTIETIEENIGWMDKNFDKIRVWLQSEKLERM
XiGFP reactiv = reactivates the inactive X chromosome in mouse fibroblasts. AID 743238. 0.055% of 360,000 active. XiGFP mouse fibroblasts, % GFP-positive cells imaging, 3 d; cells co-treated with 5-aza-dC sensitizer; scaled so ellipticine positive control = 100%. activation, % at 7.58 µM;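 active = mean normalized replicate activation at least 10% and every replicate at or above 10%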;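 also: 0% = median of on-plate neutral control wells and 100% = ellipticine 6 µM median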
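material = 68-5-11 XiGFP fibroblast line | medium = DMEM plus 5-aza-dC sensitizer | schedule = 3 days compound exposure | benchmarks = positive control ellipticine, 6 µM final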
Cneo AK release = causes C. neoformans cell lysis; AID 651654; adenylate kinase release luminescence, 4 h; normalised: neutral wells 0, clomiphene wells 100; 0.2% of 360,000 active; lysis activity, % at 15 µM;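 active = mean lysis activity across replicates of at least 80%, whatever share of replicates individually reach that level; inactive = mean lysis activity below 80%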
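Assay system: log-phase C. neoformans yeast / Quantity: yeast cell density of 5 × 10^6 cells/mL / Medium: fresh YPD growth medium / Compound: single dose / Timing: static 4 h at 37 °C with compound, 1 h detection / Measured by: adenylate kinase release luminescence / Read-out: lysis from increased AK signal / Benchmarks: Clomiphene as positive lysis control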
LGR2 antag = inhibitors of bursicon-induced Drosophila LGR2 receptor cAMP signaling; HEK293 LGR2, CRE-luciferase, bursicon-stimulated, 4 h; inhibition, % at 9.99 µM; 0.35% of 380,000 active;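 active = drop in luminescence signal, shown as inhibition above about 50% in the replicate tests, limit read from the data, passing the limit was not always enough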;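 also: agonist challenge used bursicon conditioned medium at about half maximal strength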
SIRT5 inh = inhibitors of human sirtuin-5 desuccinylase; Q9NXA8; Purified SirT5, succinyl-peptide AMC, trypsin-coupled fluorescence; inhibition, % at 15 µM; 1.1% of 330,000 active; AID 652115; in the data active = inhibition above about 15%
PGC1a acetyl inh = PGC1a acetylation modulation, inhibitor mode | inhibition, % at 15.6 µM | 0.17% of 350,000 active | U2OS PGC1a acetylation, AlphaScreen anti-acetyl-lysine; with virally co-expressed GCN5 acetyltransferase | AID 651687;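 active = every replicate shows inhibition of at least 40%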;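 also: 0% = neutral control wells and 100% = positive control wells; some results beyond the cut were filed as inactive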
Starred values were filed as active, the others as inactive; & = joins results of further samples.

`O=C(NCCC(=O)N1CCC2(CC1)NCCc1[nH]cnc12)c1cccc(Cl)c1` gave C2C12 statin 14, S100A4 MyoIIA -2, ERAP1 HTS inh 1, XiGFP reactiv 0.0, Cneo AK release 0, LGR2 antag 3, SIRT5 inh -2 and PGC1a acetyl inh -9.
`CN(C)c1ccc(/C=N/n2c(-c3cccnc3)n[nH]c2=S)cc1` gave S100A4 MyoIIA -1, ERAP1 HTS inh 1, XiGFP reactiv 0.1 and LGR2 antag 6.
For CCCCC(=O)NS(=O)(=O)c1ccc(N=NN(CC)CC)cc1 the results were C2C12 statin 7, S100A4 MyoIIA 7, ERAP1 HTS inh 2, XiGFP reactiv 0.0, Cneo AK release -1, LGR2 antag 7, SIRT5 inh 0 and PGC1a acetyl inh -3.
For Nc1ccc(OC(=O)Nc2ccc(O)cc2)cc1 the results were C2C12 statin 12, S100A4 MyoIIA 12, ERAP1 HTS inh 0, XiGFP reactiv 0.0, Cneo AK release 2, LGR2 antag -33, SIRT5 inh -3 and PGC1a acetyl inh -19.
`CO[C@@H]1CN(C)C(=O)c2ccc(NC(C)=O)cc2OC[C@@H](C)N(C(=O)c2ccc(F)cc2)C[C@@H]1C` gave C2C12 statin 1, S100A4 MyoIIA -6, ERAP1 HTS inh -1, XiGFP reactiv 0.0, Cneo AK release 3, LGR2 antag 3, SIRT5 inh 2 and PGC1a acetyl inh 17.
For CC(=O)Nc1ccc(NC(=O)CN(C)S(=O)(=O)c2ccc3c(c2)CCC(=O)N3)cc1 the results were C2C12 statin 9, S100A4 MyoIIA 2, ERAP1 HTS inh 4, XiGFP reactiv 0.0, Cneo AK release -1, LGR2 antag 19, SIRT5 inh -1 and PGC1a acetyl inh 6.
O=C(COC(=O)/C=C/c1ccc(OC(F)F)cc1)Nc1cccc(S(=O)(=O)N2CCCC2)c1 was read as C2C12 statin 2, S100A4 MyoIIA -3, ERAP1 HTS inh -1, XiGFP reactiv -0.1, Cneo AK release -8, LGR2 antag -2 and SIRT5 inh -3.
`COc1ccc(C2CC(c3ccc(OC)cc3)n3nc(N)nc3N2)cc1` (centres undefined) gave C2C12 statin 0, S100A4 MyoIIA -9, ERAP1 HTS inh -3, XiGFP reactiv 0.0, Cneo AK release 0, LGR2 antag -2 and PGC1a acetyl inh 0.
C[C@@H](NC(=O)[C@@H]1[C@@H](CO)[C@@H]2Cn3c(cccc3=O)[C@H]1N2C(=O)C1CC1)c1ccccc1 was read as C2C12 statin -12, S100A4 MyoIIA 2, ERAP1 HTS inh -1, XiGFP reactiv 0.0, Cneo AK release 3, LGR2 antag 8 and SIRT5 inh 3.
Screening NC(=O)C1CCN(CC(O)COc2ccc(-c3ccccc3)cc2)CC1 (centres undefined) returned C2C12 statin 6, S100A4 MyoIIA -5, ERAP1 HTS inh 1, XiGFP reactiv -0.2, Cneo AK release 4, LGR2 antag 4, SIRT5 inh -2 and PGC1a acetyl inh -9.
For COc1cccc(S(=O)(=O)N[C@@H]2CC[C@@H](CC(=O)NCc3ccc(F)cc3)O[C@H]2CO)c1 the results were C2C12 statin 0, S100A4 MyoIIA 5, ERAP1 HTS inh -1, XiGFP reactiv -0.7, Cneo AK release -4, LGR2 antag 11, SIRT5 inh -3 and PGC1a acetyl inh -5.
Screening OC(COc1ccccc1F)CN1CCC(Cc2ccccc2)CC1 (centres undefined) returned C2C12 statin 15, S100A4 MyoIIA 2, ERAP1 HTS inh -1, XiGFP reactiv 0.0, Cneo AK release 10, LGR2 antag 4, SIRT5 inh -3 and PGC1a acetyl inh 6.

Looked up by structure from the entries so far:
Screening NC(=O)C1CCN(CC(O)COc2ccc(-c3ccccc3)cc2)CC1 (centres undefined) returned C2C12 statin 6, S100A4 MyoIIA -5, ERAP1 HTS inh 1, XiGFP reactiv -0.2, Cneo AK release 4, LGR2 antag 4, SIRT5 inh -2 and PGC1a acetyl inh -9.
`CO[C@@H]1CN(C)C(=O)c2ccc(NC(C)=O)cc2OC[C@@H](C)N(C(=O)c2ccc(F)cc2)C[C@@H]1C` gave C2C12 statin 1, S100A4 MyoIIA -6, ERAP1 HTS inh -1, XiGFP reactiv 0.0, Cneo AK release 3, LGR2 antag 3, SIRT5 inh 2 and PGC1a acetyl inh 17.
`O=C(NCCC(=O)N1CCC2(CC1)NCCc1[nH]cnc12)c1cccc(Cl)c1` gave C2C12 statin 14, S100A4 MyoIIA -2, ERAP1 HTS inh 1, XiGFP reactiv 0.0, Cneo AK release 0, LGR2 antag 3, SIRT5 inh -2 and PGC1a acetyl inh -9.
For Nc1ccc(OC(=O)Nc2ccc(O)cc2)cc1 the results were C2C12 statin 12, S100A4 MyoIIA 12, ERAP1 HTS inh 0, XiGFP reactiv 0.0, Cneo AK release 2, LGR2 antag -33, SIRT5 inh -3 and PGC1a acetyl inh -19.

(continued)
`COCC#Cc1ccc([C@@H]2[C@@H](C#N)N(C(=O)NC3CCCC3)[C@@H]2CO)cc1` gave C2C12 statin -4, S100A4 MyoIIA -6, ERAP1 HTS inh 0, XiGFP reactiv 0.1, Cneo AK release 2, LGR2 antag 6, SIRT5 inh -2 and PGC1a acetyl inh 13.
CC(C)C#Cc1cnc2c(c1)C(=O)N([C@@H](C)CO)C[C@@H](C)[C@H](CN(C)C(=O)c1ccc3c(c1)OCO3)O2 was read as C2C12 statin 13, S100A4 MyoIIA 8, ERAP1 HTS inh -1, XiGFP reactiv -0.1, Cneo AK release 2, LGR2 antag -28, SIRT5 inh -3 and PGC1a acetyl inh -33.
Screening C[C@H](CO)N1C[C@H](C)[C@H](CN(C)S(C)(=O)=O)Oc2ncc(C#Cc3ccc(F)cc3)cc2C1=O returned C2C12 statin 5&-3, S100A4 MyoIIA 12&22, ERAP1 HTS inh 1&2, XiGFP reactiv -0.2, Cneo AK release -1&-5, LGR2 antag -6, SIRT5 inh -2&-2 and PGC1a acetyl inh 0&2.
Cc1c(NC(=O)c2c(O)c3ccccc3n(C)c2=O)c(=O)n(-c2ccccc2)n1C was read as S100A4 MyoIIA -12, ERAP1 HTS inh -3, XiGFP reactiv 0.0, LGR2 antag -9, SIRT5 inh -3 and PGC1a acetyl inh -4.
Screening COc1ccc(NC(=O)Nc2ccc3c(c2)C(=O)N([C@H](C)CO)C[C@H](C)[C@H](CN(C)Cc2ccc(Cl)c(Cl)c2)O3)cc1 returned C2C12 statin 40, S100A4 MyoIIA -57, ERAP1 HTS inh 1, XiGFP reactiv -0.4, Cneo AK release -1, LGR2 antag 8, SIRT5 inh -2 and PGC1a acetyl inh -24.
CCOC1=NN(c2ncc(C(F)(F)F)cc2Cl)C(=O)/C1=C/N(C)C was read as C2C12 statin -9, S100A4 MyoIIA -1, ERAP1 HTS inh -5, XiGFP reactiv 0.0, Cneo AK release 12, LGR2 antag 10, SIRT5 inh -4 and PGC1a acetyl inh 2.
O=C(C[C@H]1CC[C@@H]2[C@H](COC[C@H](O)CN2C(=O)c2ccccc2F)O1)N1CCN(c2ccccc2)CC1 was read as C2C12 statin 23, S100A4 MyoIIA -2, ERAP1 HTS inh -3, XiGFP reactiv 0.0, Cneo AK release -3, LGR2 antag -14, SIRT5 inh 2 and PGC1a acetyl inh 2.
`Cc1cc(C)c2c(N)c(C(=O)Nc3ccc(F)cc3)sc2n1` gave C2C12 statin 2, S100A4 MyoIIA 0, ERAP1 HTS inh -1, XiGFP reactiv 0.2, Cneo AK release -3, LGR2 antag -61, SIRT5 inh -1 and PGC1a acetyl inh -14.
Screening Cc1noc(C)c1S(=O)(=O)N(C)C[C@@H]1OCCCC[C@@H](C)Oc2ccc(NC(=O)Nc3ccccc3)cc2C(=O)N([C@@H](C)CO)C[C@@H]1C returned S100A4 MyoIIA 1, ERAP1 HTS inh 0, XiGFP reactiv 0.2, LGR2 antag -5, SIRT5 inh 5 and PGC1a acetyl inh 3.
`C[C@@H]1CCCCO[C@@H](CN(C)C(=O)c2ccccc2)[C@@H](C)CN([C@@H](C)CO)C(=O)c2cc(NC(=O)NC3CCCCC3)ccc2O1` gave C2C12 statin 34, S100A4 MyoIIA 0, ERAP1 HTS inh -1, XiGFP reactiv 0.3, Cneo AK release 0, LGR2 antag 0, SIRT5 inh 0 and PGC1a acetyl inh 8.
Screening COc1ccc(C(CNC(=O)c2cc(SC)ccc2Cl)N(C)C)cc1 (centres undefined) returned C2C12 statin 17, S100A4 MyoIIA 0, XiGFP reactiv 0.3, Cneo AK release 1, LGR2 antag -11, SIRT5 inh -2 and PGC1a acetyl inh -5.
Cc1ccc(-n2c(SCC(=O)N3CCC(C(=O)O)CC3)nc3ccccc3c2=O)cc1C was read as C2C12 statin 3, S100A4 MyoIIA -6, ERAP1 HTS inh 1, XiGFP reactiv 0.0, Cneo AK release -4, LGR2 antag -56 and SIRT5 inh -1.
COc1ccc(S(=O)(=O)N2CCCCN3[C@H](CO)[C@H](c4ccc(C5=CCCCC5)cc4)[C@H]3C2)cc1 was read as S100A4 MyoIIA -5, ERAP1 HTS inh 3, Cneo AK release 1, SIRT5 inh 0 and PGC1a acetyl inh -19.
For CO[C@H]1CN(C)C(=O)c2cc(NS(=O)(=O)c3cccc(F)c3)ccc2OC[C@H](C)NC[C@H]1C the results were C2C12 statin -8, S100A4 MyoIIA -19, XiGFP reactiv 0.3, Cneo AK release -4, LGR2 antag 6, SIRT5 inh 14 and PGC1a acetyl inh -4.
For CCN(CC(=O)N1CCCC1)S(=O)(=O)c1ccc(OC)cc1 the results were C2C12 statin 2, S100A4 MyoIIA 1, ERAP1 HTS inh -1, XiGFP reactiv 0.1, Cneo AK release 0, LGR2 antag 8 and SIRT5 inh -4.
Screening Cc1ccc2c(=O)n3c(nc2c1)C(Cc1ccccc1)NC(=O)c1cc2ccccc2cc1-3 (centres undefined) returned C2C12 statin -8, S100A4 MyoIIA -5, XiGFP reactiv 0.3, Cneo AK release -1, LGR2 antag 30 and SIRT5 inh 3.
Screening O=C(NC1=NCCS1)c1ccc(Cl)c(S(=O)(=O)N2CCCC2)c1 returned S100A4 MyoIIA 3, ERAP1 HTS inh 3, XiGFP reactiv 0.0, LGR2 antag 3, SIRT5 inh 2 and PGC1a acetyl inh 3.
Screening Cc1cc2ccccc2n2c(SCC(=O)Nc3ccc(S(=O)(=O)N4CCC(C)CC4)cc3)nnc12 returned S100A4 MyoIIA -4, ERAP1 HTS inh -2, XiGFP reactiv 0.1 and SIRT5 inh 2.
For NC(=O)c1c(NC(=O)Cn2nc(C(=O)O)c3ccccc3c2=O)sc2c1CCC2 the results were C2C12 statin 2, S100A4 MyoIIA 6, ERAP1 HTS inh -3, XiGFP reactiv 0.0, Cneo AK release -1, LGR2 antag 9 and PGC1a acetyl inh -6.
For Cc1cnc(NC(=O)c2ccc3c(c2)OCCO3)s1 the results were C2C12 statin -142, S100A4 MyoIIA -1, ERAP1 HTS inh 2, XiGFP reactiv 0.4, Cneo AK release -4, LGR2 antag 96*, SIRT5 inh -2 and PGC1a acetyl inh 2.
Cc1cccc(C(=O)NCCC(=O)Nc2ccc(C)c(F)c2)c1 was read as C2C12 statin -8, S100A4 MyoIIA -8, ERAP1 HTS inh 1, XiGFP reactiv 0.0, Cneo AK release 0, LGR2 antag 2 and SIRT5 inh 15.

An excerpt; count on the stated rates, not on these rows.
